TCR CD3 inh: inhibitors of human TCR-CD3 interaction, primary screen, biochemical, fluorescence, TAMRA-labeled TCR probe; actives 0.37% (n = 360,000); inhibition, % at 9.4 µM; AID 651800, 2012; in the data active = inhibition above about 19%;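 also: recombinant mutant TCR 2C K166C tagged with TAMRA read by polarization; 0% = receptor in buffer alone and 100% = receptor with positive control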
PRMT1 inh: PRMT1 methyltransferase inhibitors, primary screen, biochemical, fluorescence polarization; actives 1.3% (n = 370,000); Protein arginine N-methyltransferase 1 (Homo sapiens), Q99873; AID 652257, 2013; recombinant PRMT1, activity-based probe fluorescence polarization; inhibition, % at 2.79 µM;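 active = inhibition above about 21% made by adding two undisclosed values, limit read from the data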
Target sequence (Q99873 whole entry, looked up): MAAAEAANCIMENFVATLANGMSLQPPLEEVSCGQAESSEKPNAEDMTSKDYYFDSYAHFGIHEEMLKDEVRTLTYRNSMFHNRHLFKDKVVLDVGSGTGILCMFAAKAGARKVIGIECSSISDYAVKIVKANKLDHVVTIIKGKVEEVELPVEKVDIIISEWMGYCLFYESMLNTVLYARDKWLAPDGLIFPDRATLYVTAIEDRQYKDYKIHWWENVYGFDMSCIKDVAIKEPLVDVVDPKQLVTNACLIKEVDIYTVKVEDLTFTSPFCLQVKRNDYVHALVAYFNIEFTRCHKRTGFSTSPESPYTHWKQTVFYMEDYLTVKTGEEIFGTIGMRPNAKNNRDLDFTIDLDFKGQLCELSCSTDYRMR
SIAE primary: human SIAE inhibitors, primary screen, biochemical, fluorescence polarization, FP-Rh probe, 1536-well HTS; Sialate O-acetylesterase (Homo sapiens), Q9HAT2; SIAE FP-Rh probe binding; inhibition, % at 9.66 µM; actives 0.69% (n = 370,000);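 active = inhibition above a cutoff: mean of compounds within the control limits plus 3 SD of those, cut at about 17% in these data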;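 also: 0% = plate median of compound wells and 100% = probe without SIAE protein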
TDP2 inh: human TDP2 enzyme inhibitors, primary screen, biochemical, epi absorbance, recombinant enzyme | Tyrosyl-DNA phosphodiesterase 2 (Homo sapiens), O95551 | T5PNP hydrolysis, p-nitrophenol absorbance 415 nm | inhibition, % at 12.8 µM | actives 0.34% (n = 370,000) | AID 720702, 2013;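 active = inhibition above the mean of all tested compounds plus 3 SD, set per campaign, cut at about 25% in these data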;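 also: 0% = DMSO with enzyme and 100% = buffer with substrate but no TDP2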
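Evaluation: % inhibition relative to enzyme-containing and enzyme-free wells. Material: recombinant human TDP2. Benchmarks: enzyme-free and DMSO wells. Timing: enzyme reaction with compound for 2 h at 37 °C. Compound dosing: 12.8 µM only. Measured by: p-Nitrophenol epi absorbance. Reagent: T5PNP substrate at 5 mM, a TopII-DNA adduct mimic. Replication: single well per compound.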
ABHD4 inh: ABHD4 inhibitors, primary screen, biochemical, fluorescence polarization, mouse; AID 720543, 2013; actives 0.54% (n = 370,000); inhibition, % at 8.92 µM; purified mABHD4, FP-Rh probe fluorescence polarization;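 active = inhibition exceeding the mean over every tested compound plus 3 SD, cut at about 30% in these data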;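 also: 0% = plate median of compound wells and 100% = S159A mutant with DMSO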
Target sequence (Q8VD66 whole entry, looked up): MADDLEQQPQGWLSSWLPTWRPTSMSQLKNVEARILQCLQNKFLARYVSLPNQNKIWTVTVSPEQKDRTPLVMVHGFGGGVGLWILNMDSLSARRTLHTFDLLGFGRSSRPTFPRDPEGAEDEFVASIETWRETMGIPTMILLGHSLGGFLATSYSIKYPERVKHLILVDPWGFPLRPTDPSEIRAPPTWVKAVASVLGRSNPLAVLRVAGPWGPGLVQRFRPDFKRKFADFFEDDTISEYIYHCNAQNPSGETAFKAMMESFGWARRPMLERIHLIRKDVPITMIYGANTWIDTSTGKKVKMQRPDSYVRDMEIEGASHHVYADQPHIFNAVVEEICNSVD
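assay system = mABHD4 protein | compound dosing = single nominal dose of 8.92 µM, 0.89% DMSO final | read-out basis = percent inhibition of probe binding, normalized to plate controls | schedule = Enzyme–compound pre-incubation 45 min, then probe 60 min, both 25 °C | detection = fluorescence polarization, excitation 525 nm, emission 598 nm, BODIPY TMR filters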
LEDGF integ inh: blockers of LEDGF/p75-dependent integrase strand transfer – biochemical, TR-FRET, high throughput, primary screen; TR-FRET IN-LEDGF/p75 DNA integration, Eu/Cy5; inhibition, % at 3.7 µM; actives 0.64% (n = 370,000); AID 743269, 2014;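 active = inhibition above the screen-wide mean plus 3 SD, cut at about 13% in these data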;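 also: signal is the Cy5 over europium emission ratio at 671 and 618 nm; 0% = plate median of compound wells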
HTRA1 inhibitor: HTRA1 serine protease inhibitors, primary screen, biochemical, fluorescence polarization, HTS; Q92743; recombinant HTRA1, FP-rhodamine activity-based probe; inhibition, % at 5.96 µM; actives 0.5% (n = 340,000); in the data active = inhibition above about 36%;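 also: 0% = enzyme with DMSO and 100% = wells lacking enzyme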
rCAG RNA binder: binders of r(CAG) RNA repeats, primary screen, biochemical, fluorescence; r(CAG) RNA repeat, TO-PRO-1 dye displacement fluorescence; inhibition, % at 3 µM; actives 1.3% (n = 370,000); AID 651821, 2012;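 active = inhibition above the plate cutoff, the mean of all test compounds on that plate plus 3 SD, cut at about 35% in these data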;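 also: 0% = DMSO alone and 100% = 100 µM mitoxantrone as full dye displacement; higher means more dye released from RNA so lower well fluorescence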
MBD2 DNA inh: inhibitors of MBD2 binding to methylated DNA, primary screen, biochemical, TR-FRET, DNA-binding domain, human; actives 0.31% (n = 370,000); MBD2 binding to methylated oligonucleotide; Methyl-CpG-binding domain protein 2 (Homo sapiens), Q9UBB5; inhibition, % at 4.4 µM; in the data active = inhibition above about 13%
NPR2 activator: human GC-B receptor activators, primary screen, HEK293 GC-B cells, cGMP TR-FRET, EC30 CNP. activation, % at 10 µM. actives 0.11% (n = 370,000). 0% at EC30 CNP, 100% saturating CNP. Atrial natriuretic peptide receptor 2 (Homo sapiens), P20594;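 active = activation at 10 µM reaching about 35% in either raw or pattern-adjusted values, limit read from the data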
The depositor's hits bear a star; / = not tested or not shown.

SMILES	TCR CD3 inh	PRMT1 inh	SIAE primary	TDP2 inh	ABHD4 inh	LEDGF integ inh	HTRA1 inhibitor	rCAG RNA binder	MBD2 DNA inh	NPR2 activator
Cn1cccc1C(=O)N1CCN(S(=O)(=O)c2cccc3ccccc23)CC1	/	-2	-3	4	-3	1	/	5	3	-5
O=C(Nc1ccc(Cl)c([N+](=O)[O-])c1)c1ccc2c(c1)OCCO2	-1	-3	-4	6	-4	2	-20	8	-3	2
Cc1cc(=O)n2nc(-c3ccc(C(F)(F)F)cc3)sc2n1	7	-2	0	-9	3	-1	3	1	2	-4
CC(=O)c1cc(C(=O)N2CCCC(CCC(=O)N(C)CCc3ccccn3)C2)cs1 (stereo unspecified)	-2	0	-4	2	5	2	-3	-3	4	3
O=C(O)c1ccccc1N/N=C/c1c(Sc2nnnn2-c2ccccc2)nc2ccccn2c1=O	-1	7	8	-16	1	-5	-6	9	-1	-4
CC(C)c1ccc(NC2CCCN(C(=O)CCN3Cc4ccccc4C3=O)C2)cc1 (stereo unspecified)	1	0	11	3	7	1	4	-4	0	3
COc1ccc(CNC(=O)CCn2c(=O)c3cccn3c3ccc(F)cc32)cc1	-3	-3	4	4	-1	-1	-4	-4	4	-2
COc1ccc2nc(NC(=O)CN3CCOCC3)sc2c1	-6	4	4	-7	-6	1	1	5	4	1
Cc1ccc(O)c(C(=O)c2cnc3c(c2)COc2ccc(C)cc2-3)c1	8	-2	-12	-4	-10	3	-74	6	1	-6
CC1(C)CC(=O)C(CC2C(=O)CC(C)(C)CC2=O)C(=O)C1	-5	-2	9	4	3	-1	3	-3	-2	-5
COc1ccc(C(O)c2nc(-c3ccc4ccccc4c3)cs2)cc1 (stereo unspecified)	-16	2	-12	-20	-71	5	/	5	-4	0
CCc1nnc(NC(=O)c2ccc(S(=O)(=O)N3CCCCCC3)cc2)s1	-6	-1	-5	-1	5	3	-1	-1	-2	-1
C[C@H](CO)N1C[C@H](C)[C@H](CN(C)S(C)(=O)=O)Oc2c(cccc2N(C)C)C1=O	-7	-2	5	4	5	-2	-3	-4	-2	-6
CC(C)OC(=O)CSc1nnc(-c2ccc(Cl)cc2)n1N	6	1	0	-1	4	-3	-1	-1	2	5
Oc1c(C(c2ccccc2)N2CCCCC2)sc2ncnn12 (stereo unspecified)	-2	-1	0	-3	1	-1	0	2	-5	-1
CCC1CCCCN1Cc1ccc(CNC(=O)CCc2nnc3ccc(N4CCCCC4)nn23)o1 (stereo unspecified)	-5	-5	8	-11	2	-1	-1	-6	-5	7
CCOC(=O)c1c(C)c(/C=N/Nc2ccccc2)n(C)c1C	-11	8	6	-4	9	-4	6	3	-1	-3
CCCCCN(C(=O)CCC(=O)OCC(=O)NC1CCC(C)CC1)c1c(N)n(CCCC)c(=O)[nH]c1=O (stereo unspecified)	5	-3	-1	-4	0	0	10	-7	-4	4
Cn1nc(C(=O)Nc2ccc(Br)cc2)cc1C(=O)Nc1ccc(Br)cc1	-7	-1	-2	-5	0	7	2	1	0	-6
Cc1ccc2nc(NC(=O)C3CCN(S(=O)(=O)c4ccc5c(c4)oc(=O)n5C)CC3)sc2c1	0	-1	-14	-10	-6	5	-2	4	4	-15
CCO[C@H]1OC(C(=O)N2CCOCC2)=C[C@@H](C2CC2)[C@@H]1CCCO	-1	-3	-4	3	1	1	0	-3	-4	1
CC(C)(C)c1cc(-n2ccnc2)n2ncc(-c3ccc(Cl)cc3)c2n1	0	2	-6	-13	-3	1	6	5	3	-10
Cc1c(Cc2ccccc2)c(=O)oc2cc(OCC(=O)N3CCC(C(=O)O)CC3)ccc12	3	3	-5	1	-2	0	-13	18	-3	-2
CCCCc1nnc(NC(=O)C(C)Sc2nc(O)c(Cc3ccccc3)c(=O)[nH]2)s1 (stereo unspecified)	-13	4	-2	-3	8	-3	6	11	0	0
O=C(NC(NC(=O)c1c(F)cccc1F)c1ccc([N+](=O)[O-])cc1)c1c(F)cccc1F	3	0	-10	5	2	-2	6	3	0	5
(cont.)
SMILES	TCR CD3 inh	PRMT1 inh	SIAE primary	TDP2 inh	ABHD4 inh	LEDGF integ inh	HTRA1 inhibitor	rCAG RNA binder	MBD2 DNA inh	NPR2 activator
CC1CCCC(C)N1/N=C/c1ccc(O)cc1 (stereo unspecified)	10	-8	-1	-6	-2	1	-2	4	-6	0
Cc1ccc(CNS(=O)(=O)CCNC(=O)c2ccc3c(c2)OCO3)cc1	-2	-6	-5	2	-2	0	1	0	0	-4
c1ccc(-c2nc(-c3nccc4ccccc34)oc2-c2ccccc2)cc1	-7	3	-10	-8	-3	-1	-4	5	0	-7
O=[N+]([O-])c1ccc2c(c1)nc(CO)n2Cc1ccccc1	1	2	-7	-8	-4	-1	-2	-1	0	-3
Fc1ccccc1N1CCN(c2cnc3ccccc3n2)CC1	4	1	4	-2	-5	-3	-11	2	0	-7
Brc1ccc(-c2noc(CCc3ccccc3)n2)o1	1	1	-7	-4	2	-2	-5	1	6	1
O=C(Nn1cnnc1)c1ccc(Cl)cc1[N+](=O)[O-]	-2	-2	16	-15	0	5	2	-1	1	1
COCCn1c(Cc2ccccc2)nnc1SCC(=O)N(C)C	0	-2	-4	-17	-7	5	10	-1	-9	5
O=C(OCc1ccccc1)N1CCC2CC1c1c2cccc1N1CCOCC1 (stereo unspecified)	-6	1	-1	0	1	-4	/	1	4	4
COc1ccccc1/C=C/c1nc(S(=O)(=O)c2ccccc2)c(NCCN(C)C)o1	-4	6	8	4	2	-1	8	0	-4	-1
O=C(CSc1nnc(-c2cccc(Br)c2)o1)NCC1CCCO1 (stereo unspecified)	2	-3	4	-1	7	-1	7	3	-2	9
CN1C(=O)/C(=C\c2ccccc2OCc2ccccc2)SC1=S	4	2	-1	5	0	-5	0	3	3	-2
CCOC(=O)CN1Cc2cccc(C(=O)O)c2C1=O	3	-3	-2	-6	-4	1	-5	7	-2	4
Cc1nn(CCCC(=O)NCc2ccc(F)cc2)c(C)c1[N+](=O)[O-]	0	2	-4	8	4	-2	-4	-2	2	-3
COc1cc(/C=C/C(=O)O)cc2c1OCCO2	0	-5	5	-10	-2	5	5	1	-6	-5
CC(C)CCNC(=O)C1CCC(=O)N1CCc1ccccc1 (stereo unspecified)	7	1	-8	-2	0	0	2	-4	-1	-2
COc1cccc2cc(C(=O)N3CCCCCCC3)c(=O)oc12	-1	4	4	13	7	0	-3	-5	1	-3
O=C(c1ccc(OC2CCN(CCCc3ccccc3)CC2)cc1)N1CCCC1	-10	-2	4	-9	-2	3	-2	-8	2	-3

Structures shown so far that have an aryl thioether with sulfur outside any ring:
SMILES	TCR CD3 inh	PRMT1 inh	SIAE primary	TDP2 inh	ABHD4 inh	LEDGF integ inh	HTRA1 inhibitor	rCAG RNA binder	MBD2 DNA inh	NPR2 activator
O=C(O)c1ccccc1N/N=C/c1c(Sc2nnnn2-c2ccccc2)nc2ccccn2c1=O	-1	7	8	-16	1	-5	-6	9	-1	-4
CC(C)OC(=O)CSc1nnc(-c2ccc(Cl)cc2)n1N	6	1	0	-1	4	-3	-1	-1	2	5
CCCCc1nnc(NC(=O)C(C)Sc2nc(O)c(Cc3ccccc3)c(=O)[nH]2)s1 (stereo unspecified)	-13	4	-2	-3	8	-3	6	11	0	0
COCCn1c(Cc2ccccc2)nnc1SCC(=O)N(C)C	0	-2	-4	-17	-7	5	10	-1	-9	5
O=C(CSc1nnc(-c2cccc(Br)c2)o1)NCC1CCCO1 (stereo unspecified)	2	-3	4	-1	7	-1	7	3	-2	9

5 entries from above, sorted by the number in PRMT1 inh, highest first:
SMILES | PRMT1 inh
CN1C(=O)/C(=C\c2ccccc2OCc2ccccc2)SC1=S | 2
Brc1ccc(-c2noc(CCc3ccccc3)n2)o1 | 1
COCCn1c(Cc2ccccc2)nnc1SCC(=O)N(C)C | -2
O=C(CSc1nnc(-c2cccc(Br)c2)o1)NCC1CCCO1 (stereo unspecified) | -3
Cc1ccc(CNS(=O)(=O)CCNC(=O)c2ccc3c(c2)OCO3)cc1 | -6

Two successive records out of the list so far, for reference:
SMILES	TCR CD3 inh	PRMT1 inh	SIAE primary	TDP2 inh	ABHD4 inh	LEDGF integ inh	HTRA1 inhibitor	rCAG RNA binder	MBD2 DNA inh	NPR2 activator
COc1cccc2cc(C(=O)N3CCCCCCC3)c(=O)oc12	-1	4	4	13	7	0	-3	-5	1	-3
O=C(c1ccc(OC2CCN(CCCc3ccccc3)CC2)cc1)N1CCCC1	-10	-2	4	-9	-2	3	-2	-8	2	-3

The list is partial; count on the stated rates, not on these rows.
